Screening results (PubChem)
NOD2 RIPK2 PPI – blocks binding of human NOD2 to RIPK2 | O43353 | CHO BLA complementation NOD2-RIPK2, CCF4 ratio | inhibition, % at 4.98 µM | 360,000 tested, 0.38% active; in the data active = inhibition above about 21%;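 also: 0% = vehicle only and 100% = reference blocker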
LRH-1 inv ag – NR5A2 inverse agonism in reporter assay | O00482 | HEK293T StAR-luciferase reporter, LRH-1 transfected, 24 h | inhibition, % at 3.6 µM | 360,000 tested, 0.13% active | AID 602396;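 active = inhibition above the mean inhibition of all tested compounds plus 3 SD, cut at about 73% in these data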;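 also: 0% = DMSO wells and 100% = reporter-only cells lacking LRH-1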
TLR9-MyD88 inh – TLR9-MyD88 interaction inhibition. Q9NR96+Q99836. CHO BLA complementation TLR9-MyD88, CCF4 FRET ratio. inhibition, % at 4.98 µM. 340,000 tested, 0.21% active;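 active = inhibition above the mean over all tested compounds plus 3 SD, cut at about 21% in these data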;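 also: 0% = DMSO only wells and 100% = clavulanate BLA inhibitor control wells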
EBV LMP1 NFkB – inhibitors of Epstein-Barr LMP1-induced NF-kappaB reporter. LMP1-induced NF-kappaB luciferase reporter cells, luminescence. inhibition, % at 12.5 µM. 350,000 tested, 0.69% active; in the data active = inhibition above about 41%;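 also: 0% = neutral control wells and 100% = reference inhibitor control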
NCOA2 inhibitor – inhibits human steroid receptor coactivator 2; Q15596; HEK293 GAL4-SRC2 luciferase reporter, luminescence; inhibition, % at 9 µM; 370,000 tested, 0.17% active; AID 651957;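 active = inhibition above the mean inhibition of all tested compounds plus 3 SD, set per campaign, cut at about 52% in these data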;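 also: 0% = DMSO treated cells and 100% = cells given Gossypol at 36 µM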
TROY signal inh – TROY signaling inhibition | Q293 LMP1-TROYcd NF-kB luciferase reporter, 4 h | inhibition, % at 10 µM | 360,000 tested, 0.98% active;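 active = compounds whose plate-normalised and pattern-corrected inhibition of the luciferase reporter signal at the single screening dose is 50% or more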
SRC3 inh – inhibitors of human steroid receptor coactivator 3 (SRC3); HEK293 GAL4-SRC3 luciferase reporter, luminescence; inhibition, % at 3.6 µM; 360,000 tested, 0.17% active; AID 588352;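 active = inhibition above a per-campaign cutoff, the mean of all compounds plus 3 SD, cut at about 60% in these data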;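 also: 0% = DMSO-treated cells and 100% = gossypol-treated cells at 36 µM; higher means less SRC3-driven luciferase light from the GAL4 reporter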
TRAIL sens C8 – caspase-8 TRAIL sensitization. NB7+C8 cells + TRAIL, ATPlite viability luminescence. inhibition (viability loss, TRAIL sensitization), % at 10 µM. 360,000 tested, 1% active;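 active = compounds causing at least 50% loss of cell viability in the single-dose screen, relative to plate controls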
SRC1 inh – human NCOA1 inhibition | Q15788 | HEK293 GAL4-SRC1 luciferase reporter, luminescence | inhibition, % at 3.6 µM | 360,000 tested, 0.12% active | AID 588354;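 active = inhibition above the campaign mean plus 3 SD, with each screening campaign given its own cutoff, cut at about 60% in these data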;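 also: 0% = DMSO treated cells and 100% = gossypol at 36 µM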
COUP-TFII inh – NR2F2 (human) inhibition, primary screen | AID 686940 | inhibition, % at 8.6 µM | 370,000 tested, 0.7% active | HEK293T NGFI-A luciferase reporter, luminescence | P24468;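 active = inhibition above a per-plate cutoff, mean inhibition of test wells between control levels plus 3 SD, cut at about 38% in these data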;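 also: cells cotransfected with COUP-TFII expression vector driving the NGFI-A reporter; 0% = median of COUP-TF2 test wells and 100% = reporter-only cells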
TWEAK-Fn14 inh – TWEAK-Fn14 signaling inhibition; inhibition, % at 10 µM; 360,000 tested, 2% active; TWEAK-stimulated Fn14 reporter cells, luciferase luminescence, 8 h; AID 1159606; in the data active = inhibition above about 50%
* hit, by the source's call; . = not tested or not shown. Some of the compounds tested; the hit share may differ from the screen's.

SMILES	NOD2 RIPK2 PPI	LRH-1 inv ag	TLR9-MyD88 inh	EBV LMP1 NFkB	NCOA2 inhibitor	TROY signal inh	SRC3 inh	TRAIL sens C8	SRC1 inh	COUP-TFII inh	TWEAK-Fn14 inh
CC(C)CC(=O)N1CCN(S(=O)(=O)c2ccccc2)CC1	-7	15	-11	2	-10	-12	2	-4	6	4	-16
O=C(COc1ccc(F)cc1)NCCCn1ccnc1	-4	-10	-1	-32	6	-6	-9	18	-19	-7	26
O=C(N/C(=C/c1cccnc1)C(=O)N1CCOCC1)c1ccccc1Cl	-6	16	-1	-5	-27	8	26	-15	0	15	-1
CC(NS(=O)(=O)c1ccc(CCC(=O)NCc2ccco2)cc1)c1ccccc1 (stereo unspecified)	-3	-1	-10	3	0	12	-2	-1	7	10	-16
O=C(COC(=O)C1=COCCO1)Nc1cc(C(F)(F)F)ccc1Cl	1	4	-2	3	9	-12	-3	3	-1	-14	-27
COc1ccccc1C(=O)Nc1ccc(C)c(S(=O)(=O)N2CCCCC2)c1	-4	10	-6	9	15	3	7	-3	-1	35	8
Cc1ccc2nc(SCC(=O)N3CCCCCC3)nc(=O)n2c1	2	19	9	-4	-34	-9	6	-13	3	-24	-5
CCCCN(C)CCC(=O)Nc1ccc2c(c1)CCC2	-2	10	-6	-6	0	-6	17	4	-8	15	12
Cc1noc(C(=O)NCc2ccccc2)c1Cl	5	-1	-27	-2	15	-10	-3	6	0	7	-6
O=c1c(-c2cc3ccccc3[nH]2)nc2ccccc2n1C(CCc1ccccc1)c1nc2ccccc2[nH]1 (stereo unspecified)	38*	-5	.	.	-1	.	.	3	.	-12	.
O=C(NC(=S)Nc1ccc(Br)cn1)c1cncc(Br)c1	-16	-8	-1	-3	-5	-34	-28	16	7	-1	-23
CCN(CC)C(=O)CSc1nc2cccnc2n1-c1ccccc1OC	2	-4	-3	-2	-7	-2	8	-10	6	-7	-7
COc1ccc(C2N=C(c3ccccc3)NO2)cc1OC (stereo unspecified)	-8	-72	-7	-35	-58	-43	-71	26	-70	-60	23
CCOC(=O)/C(C#N)=C\c1cccnc1	-8	-10	-10	-7	-25	-6	2	-3	-3	5	-1
CC(=O)N1c2ccc(S(=O)(=O)N(C)CC(=O)NCc3ccccc3)cc2CC1C (stereo unspecified)	-12	5	-2	-4	-7	6	6	-6	7	2	8
COC(=O)c1ccccc1C(=O)N1CCOCCN(C(=O)c2ccccc2C(=O)OC)CCOCC1	-9	11	7	-2	-14	-1	-1	9	3	-2	11
CCOC(=O)Cc1cc(=O)c2cc(C)ccc2[nH]1	10	17	1	10	-6	10	-8	0	2	-21	11
Cc1cccc(S(=O)(=O)N2CCC(CO)(Cc3ccccc3)CC2)c1	-6	9	2	-13	-16	-8	-6	1	8	16	-13
CCOC(=O)CSc1cc(CSc2ccccc2)nc(-c2ccccc2)n1	2	-8	14	9	5	-1	2	-12	23	-3	1
CCc1ccc(C(=O)CSc2nnc(C)c(=O)[nH]2)cc1	-6	32	8	3	-13	-21	-4	-2	-6	6	0
CCC(OC(=O)c1ccco1)C(=O)NCc1ccco1 (stereo unspecified)	6	7	8	3	-4	-6	-7	-5	-9	-6	-11
Cc1nn(Cc2ccccc2)c(C)c1/C=N/NC(=O)c1cccnc1	-9	-7	-1	2	-32	-1	6	1	-3	-10	5
COc1ccc(-c2cc(=O)oc3cc(OCC(=O)NCCCn4ccnc4)ccc23)cc1	-3	13	-10	3	8	1	15	5	-16	2	-36
COc1ccc(NC(=O)Cn2nnc(C(=O)NCCc3ccccc3)c2N)cc1	4	9	-9	-23	4	-8	0	-12	1	4	-5
CC(C)NC(=O)NC(=O)CSc1nncs1	4	-13	-5	-6	1	-4	-11	-3	-1	3	3

NOD2 RIPK2 PPI: hit marks shown above
SMILES,NOD2 RIPK2 PPI,LRH-1 inv ag,TLR9-MyD88 inh,EBV LMP1 NFkB,NCOA2 inhibitor,SRC3 inh,SRC1 inh,COUP-TFII inh,TWEAK-Fn14 inh
O=c1c(-c2cc3ccccc3[nH]2)nc2ccccc2n1C(CCc1ccccc1)c1nc2ccccc2[nH]1 (stereo unspecified),38*,-5,.,.,-1,.,.,-12,.

More structures
SMILES	NOD2 RIPK2 PPI	LRH-1 inv ag	TLR9-MyD88 inh	EBV LMP1 NFkB	NCOA2 inhibitor	TROY signal inh	SRC3 inh	TRAIL sens C8	SRC1 inh	COUP-TFII inh	TWEAK-Fn14 inh
COc1ccccc1N1CCN(C2CCCN(C(=O)CCc3cnccn3)C2)CC1 (stereo unspecified)	5	-8	4	3	-17	17	-9	-5	7	4	-7
CCCn1c(OC)nc2c1c(=O)n(C)c(=O)n2C	-2	4	-6	6	-12	-1	-2	-11	8	5	-2
O=C(Nc1nccs1)C1CC=CCC1 (stereo unspecified)	9	-3	-5	-5	-24	-29	8	-23	4	-27	-2
Cc1nc(NC(=S)NC(=O)c2cccs2)sc1C(=O)N(C)C	-11	-15	-3	-2	-4	7	-35	-10	-9	5	-5
O=c1cc(-c2ccc(O)c(O)c2)oc2ccc3ccccc3c12	-8	-92	3	52*	-22	78*	-22	74*	-27	-2	92*
CC1(C)Cc2cccc(OCC(=O)Nc3ccccc3N3CCOCC3)c2O1	-7	-8	1	-4	18	-18	5	6	11	-19	22
CC(=O)NCCc1nc2ccccc2[nH]1	-18	0	4	12	8	-6	11	-25	-6	-4	0
CCN1CC(CN(C)Cc2nc(Cc3ccccc3)no2)CC1=O (stereo unspecified)	-5	-13	-4	-13	-16	-13	12	-11	-12	-18	-4
COc1cc2c(cc1OC)CN(C(=O)CCCOc1ccc(Cl)cc1Cl)CC2	4	1	0	6	-3	23	2	-4	2	16	0
CC/C(Cc1ccccc1)=N/NC(=O)CNC(=O)c1ccc(Cl)cc1Cl	-13	-2	7	-5	9	-14	6	8	4	-18	22
C#CCOc1ccc2c(C)cc(=O)oc2c1	-2	-11	0	-5	-31	-4	-40	-7	-18	-2	-1
Cc1ccc(NC(=O)c2cc(-c3ccccc3)nn2-c2ccccc2)cc1	-3	-15	-16	-4	1	2	17	3	11	4	13
O=C(CC1CCOCC1)Nc1ccc(Cl)c(Cl)c1	-5	-7	-5	-17	-7	-41	2	1	-16	9	-3
O=C(CCCN1C(=O)CCC1=O)Nc1ccc(Cl)c(C(F)(F)F)c1	-3	10	10	3	-5	-6	-3	8	7	25	-10
COc1ccc(NC(=O)CSc2ccc3nnc(CCNC(=O)c4ccccc4)n3n2)cc1OC	-7	20	-1	4	7	-1	-10	3	-10	-3	-5
Cc1sc2nc(CSc3nnc(Cc4cccs4)n3C3CCCCC3)[nH]c(=O)c2c1C	-2	2	1	-6	-4	13	6	13	2	-5	8
CN(Cc1ccccc1)C(=O)CCC1CCN(C(=O)c2ccccc2C(F)(F)F)CC1	-13	18	-10	4	5	-5	2	0	11	-4	3
CCOC(=O)CSc1cc(C)nc2ccc(OC)cc12	-5	-4	10	1	19	-4	24	-5	-9	0	6
COc1cccc(NC(=O)c2cnc(NS(=O)(=O)c3ccccc3)nc2)c1	-7	-4	9	1	-1	-12	15	4	-11	6	3
Cc1c(NC(=O)/C(C#N)=C\c2cccs2)c(=O)n(-c2ccccc2)n1C	-11	0	8	7	9	-8	-3	1	4	-2	-7
CCC1=NN2C(=N)/C(=C\c3ccc(OCCOc4ccc(NC(C)=O)cc4)cc3)C(=O)N=C2S1	8	5	-11	-3	7	-8	-5	-7	-17	-19	3
COCCNC(=O)C1CC(=O)N(c2ccc(OC)cc2)C1c1ccc(OC)cc1 (stereo unspecified)	-10	11	-3	-7	7	-3	5	-9	8	7	-3
COc1cc(C(Nc2ccc(S(=O)(=O)NCC3CCCO3)cc2)C(=O)NC(C)(C)C)cc(OC)c1OC (stereo unspecified)	3	19	-2	4	1	3	9	4	-7	-8	12
O=C(Cn1cccc1)N1CCN(C(c2ccccc2)c2ccccc2)CC1	8	-11	-1	7	3	9	15	-13	-11	4	-4
Cc1ccc(S(=O)(=O)CCc2nnc(NC(=O)COc3cccc(C)c3)s2)cc1	-6	-25	4	-10	-8	2	17	-9	8	11	-3
C=CCN1C(=O)/C(=c2\sc3nc(=O)c(Cc4ccc(OC)c(OC)c4)nn3c2=O)c2ccccc21	-2	13	.	.	10	-8	-11	-6	-40	17	-2
CCn1c(CCC(=O)Nc2cc(F)ccc2C)nc2cc(S(=O)(=O)N(C)C)ccc21	1	-3	8	-5	-15	2	14	-25	-7	10	-23
COc1ccc(CNC(=O)C(CCSC)NS(=O)(=O)c2ccccc2F)cc1 (stereo unspecified)	-3	5	-2	-10	-25	11	19	-2	9	12	6
CSc1nc2nc(-c3cccc(C(F)(F)F)c3)ccn2n1	2	-11	-1	1	2	8	7	11	-11	-19	-30
O=C(CSc1ccccc1)Nc1nnc(C2CC2)s1	14	-43	0	0	-33	-17	-12	7	4	2	-11

Three entries from above, ordered by the number in LRH-1 inv ag, rising:
SMILES	NOD2 RIPK2 PPI	LRH-1 inv ag	TLR9-MyD88 inh	EBV LMP1 NFkB	NCOA2 inhibitor	SRC3 inh	SRC1 inh	COUP-TFII inh	TWEAK-Fn14 inh
O=c1cc(-c2ccc(O)c(O)c2)oc2ccc3ccccc3c12	-8	-92	3	52*	-22	-22	-27	-2	92*
Cc1ccc(NC(=O)c2cc(-c3ccccc3)nn2-c2ccccc2)cc1	-3	-15	-16	-4	1	17	11	4	13
CN(Cc1ccccc1)C(=O)CCC1CCN(C(=O)c2ccccc2C(F)(F)F)CC1	-13	18	-10	4	5	2	11	-4	3

Two entries drawn at random from those above:
SMILES	NOD2 RIPK2 PPI	LRH-1 inv ag	TLR9-MyD88 inh	EBV LMP1 NFkB	NCOA2 inhibitor	TROY signal inh	SRC3 inh	TRAIL sens C8	SRC1 inh	COUP-TFII inh	TWEAK-Fn14 inh
CC/C(Cc1ccccc1)=N/NC(=O)CNC(=O)c1ccc(Cl)cc1Cl	-13	-2	7	-5	9	-14	6	8	4	-18	22
CCn1c(CCC(=O)Nc2cc(F)ccc2C)nc2cc(S(=O)(=O)N(C)C)ccc21	1	-3	8	-5	-15	2	14	-25	-7	10	-23
